PKM2 activator: qHTS Assay for Activators of Human Muscle isoform 2 Pyruvate Kinase | Pyruvate kinase PKM (Homo sapiens), P14618 | Potency, µM (highest dose often 57.5 µM), without a hit: top-dose activation, actives largely listed as activators | purified PKM2, Kinase-Glo ATP luminescence, activation; response scale: 0% is enzyme alone, no compound | 0.34% of 260,000 active; further: potency means the concentration at half of the fitted maximal effect; on the % scale 0 is the no-effect control and ±100 the full control effect; nearly all actives have a fitted effect of over 55% in size
Target sequence (P14618 whole entry, looked up, canonical isoform): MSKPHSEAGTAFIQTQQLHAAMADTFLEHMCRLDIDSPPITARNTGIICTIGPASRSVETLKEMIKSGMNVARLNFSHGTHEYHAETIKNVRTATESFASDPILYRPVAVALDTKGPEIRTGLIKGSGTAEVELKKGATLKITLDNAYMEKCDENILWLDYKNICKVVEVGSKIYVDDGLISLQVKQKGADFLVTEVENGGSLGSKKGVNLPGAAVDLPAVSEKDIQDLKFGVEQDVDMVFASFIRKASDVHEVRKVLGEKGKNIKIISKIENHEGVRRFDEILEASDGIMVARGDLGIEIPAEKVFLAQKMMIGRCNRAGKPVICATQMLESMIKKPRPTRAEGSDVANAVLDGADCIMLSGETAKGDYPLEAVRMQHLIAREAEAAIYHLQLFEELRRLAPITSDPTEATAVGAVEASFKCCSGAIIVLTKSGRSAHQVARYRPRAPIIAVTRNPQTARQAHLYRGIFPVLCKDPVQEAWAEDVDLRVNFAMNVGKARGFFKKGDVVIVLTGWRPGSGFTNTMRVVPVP
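Kinase-Glo luminescence reports ATP generated from ADP (0.1 mM) and PEP (0.5 mM) by purified hPK-M2 after 1 h at room temperature, pH 7.2 imidazole buffer; intermediate enzyme activity allows detecting inhibitors and activators.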
p53 reactivator: qHTS assay for re-activators of p53 using a Luc reporter; H1299 p53-A138V BP100-luciferase reporter, luminescence, 24 h; Potency, µM (top dose mostly 92.2 µM), inactives show at the top dose activity change, positive = activation, actives largely listed as activators; 0.063% of 320,000 active; further: potency means the concentration at half of the fitted maximal effect; % of control where 0% means no effect; nearly all actives have a fitted effect of over 45% in size
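H1299 (p53-null), stable ts p53-A138V + BP100-Luc; 1000 cells/well, Opti-MEM/10% FBS; cpd 4 pt, 1:5; 24 h, 37 deg C, 5% CO2; detection reagent 10 min RT; luminescence.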
BRCA1 expr act: qHTS Assay to Identify Small Molecule Activators of BRCA1 Expression; MCF7-BRCA1-FFLuc reporter, luminescence, 48 h; response scale: scaled: vehicle 0%, 10 µM genistein 100%; Potency, µM (titrated, usually from 46.1 µM), inactives show at the top dose activation, actives largely listed as activators; 1.1% of 380,000 active; further: potency means the concentration at half of the fitted maximal effect; nearly all actives have a fitted effect of over 80% in size; some results filed as inactive show a strong effect at the top dose
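Using MCF7 cells harboring a BRCA1 firefly luciferase reporter, plated 2 h before compound pinning, the screen measured luminescence after 48 h incubation. Responses were normalized to DMSO and 10 microM genistein, then fitted for concentration-effect.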
FLuc counter: qHTS profiling assay for firefly luciferase inhibitor/activator using purifed enzyme and Km concentrations of substrates (counterscreen for miR-21 project); 6.9% of 360,000 active; Luciferin 4-monooxygenase (Photinus pyralis), P08659; purified FLuc, Km substrates, luminescence inhibition; Potency, µM (series often up to 57.5 µM), without a hit: at the top dose activity change, negative = inhibition, most hits filed as inhibitors;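 further: potency means the concentration at half of the fitted maximal effect; plate controls were vehicle for no effect and reference inhibitor for full effect; nearly all actives have a fitted effect of over 55% in size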
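Purified P. pyralis luciferase (10nM final) with 10uM D-luciferin and 10uM ATP (Km levels) in 50mM Tris acetate pH 7.5, 10mM Mg acetate, 0.01% Tween-20, 0.05% BSA; qHTS 6-point titration, ~60 µM downward; luminescence read.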
Rab9 promoter act: qHTS Assay for Rab9 Promoter Activators; Huh7 Rab9 promoter-luciferase reporter, luminescence, 24 h; Potency, µM (doses to about 9.22 µM), for inactives: at the top dose activation, negative = inhibition, most hits filed as activators; 2.8% of 320,000 active; AID 485297, 2010; further: potency means the concentration at half of the fitted maximal effect; % of control where 0% means no effect; nearly all actives have a fitted effect of over 60% in size
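Quantitative HTS format; Huh7 Rab9-luciferase reporter cells (1500/well) receive compound 2 h post-plating, incubate 24 h at 37 °C, then get luciferase reagent for 10 min before luminescence reading.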
VP16 counter: VP16 counterscreen qHTS for inhibitors of ROR gamma transcriptional activity; Drosophila S2 Gal4-VP16 UAS-luciferase, luminescence, 20 h; Potency, µM (titrated, usually from 53.6 µM), without a hit: at the top dose activity, negative = inhibition, hits mostly inhibitors; 3.5% of 310,000 active; AID 2546, 2010;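 further: Gal4-VP16 expression switched on by copper sulfate through the metallothionein promoter; potency means the concentration at half of the fitted maximal effect; on the % scale 0 is the no-effect control and ±100 the full control effect; nearly all actives have a fitted effect of over 50% in size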
RORgamma inh: qHTS for inhibitors of ROR gamma transcriptional activity; Drosophila S2 Gal4-RORgamma UAS-luciferase reporter, 20 h; 5.4% of 310,000 active; Potency, µM (highest dose often 53.6 µM), for inactives: at the top dose activity change, negative = inhibition, hits mostly inhibitors; Nuclear receptor ROR-gamma (Mus musculus), P51450; further: potency means the concentration at half of the fitted maximal effect; on the % scale 0 is the no-effect control and ±100 the full control effect; nearly all actives have a fitted effect of over 60% in size
Target sequence (P51450 whole entry, looked up, the tested form may be a part): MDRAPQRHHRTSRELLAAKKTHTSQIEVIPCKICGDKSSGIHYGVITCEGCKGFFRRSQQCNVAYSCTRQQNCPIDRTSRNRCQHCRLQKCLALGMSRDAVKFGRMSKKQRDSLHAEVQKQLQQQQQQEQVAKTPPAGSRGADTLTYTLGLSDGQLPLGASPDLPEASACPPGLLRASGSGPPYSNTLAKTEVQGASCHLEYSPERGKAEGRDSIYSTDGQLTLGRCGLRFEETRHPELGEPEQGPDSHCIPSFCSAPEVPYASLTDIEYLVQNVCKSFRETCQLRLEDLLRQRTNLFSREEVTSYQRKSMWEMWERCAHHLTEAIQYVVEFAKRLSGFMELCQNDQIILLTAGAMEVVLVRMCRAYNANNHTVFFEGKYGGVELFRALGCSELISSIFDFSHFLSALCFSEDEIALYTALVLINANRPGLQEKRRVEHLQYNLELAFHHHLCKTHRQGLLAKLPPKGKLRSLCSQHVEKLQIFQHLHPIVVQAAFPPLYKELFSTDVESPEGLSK
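Stable Schneider cell line, Gal4 DNA-binding domain fused to ROR gamma, UAS-luciferase. Cmpd 1 hr RT → CuSO4 700 uM final → 20 hr RT → luciferase reagent 10 min → luminescence.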
Menin MLL FP TR: qHTS Assay for Inhibitors Targeting the Menin-MLL Interaction in MLL Related Leukemias: Competition With Texas Red Labeled MLL-derived Mutant Peptide; Potency, µM (top dose mostly 61.6 µM), inactives show top-dose FP activity change, negative = inhibition, actives largely listed as inhibitors; Menin + Texas Red MLL mutant peptide, fluorescence polarization; 0.23% of 270,000 active; O00255; AID 1768, 2009; active means well fitted inhibition curve with a large enough effect in the polarisation, with a control signal flat, not every such curve was filed as active; inconclusive means small, poorly fitted or top-dose-only effect, or effect the other way, or a change in a side signal; inactive means no such curve, though single readings can be large or run the other way; the % refers to the polarisation; further: potency means the concentration at half of the fitted maximal effect; % of control where 0% means no effect; many of its hits are not listed in these tables
NPC1 prom act: qHTS Assay for NPC1 Promoter Activators; Huh7 NPC1 promoter luciferase reporter, 24 h; Potency, µM (highest dose often 9.22 µM), for inactives: top-dose activation, most hits filed as activators; 2.4% of 320,000 active; AID 485313, 2010;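 further: potency means the concentration at half of the fitted maximal effect; % of control where 0% means no effect; nearly all actives have a fitted effect of over 60% in size; reporter is driven by a mutant NPC1 promoter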
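Stably transfected Huh7 (NPC1 promoter→luciferase), 1500 cells/well in Opti-MEM + 10% FBS, 2 h settle, then compound 24 h at 37 °C. Luminescence after 10 min with Amplite reagent.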
Giardia kill: Small Molecules that selectively kill Giardia lamblia: qHTS; Giardia lamblia trophozoite viability; activity change, % at 7.66 µM, hits read low; 0.15% of 340,000 active; AID 540267, 2011; in the data active means activity change below about -80%; inconclusive means between about -30% and that limit;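 further: parasites exposed to compound for two days anaerobically before the ATP read; on the % scale 0 is the no-effect control and ±100 the full control effect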
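Giardia lamblia trophozoites (100 cells/well) were incubated with compounds for 48 h at 37 deg C under anaerobic conditions. Viability was read as ATP content by one-step luminescence after 15-30 min at room temperature.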
ELG1 genotox: qHTS screen for small molecules that induce genotoxicity in human embryonic kidney (HEK293T) cells expressing luciferase-tagged ELG1 | HEK293T ELG1-luciferase reporter, luminescence, 16 h | AID 504466, 2011 | 1.3% of 330,000 active | Potency, µM (titrated, usually from 46 µM), inactives show at the top dose activity change, positive = activation, most hits filed as activators; further: potency means the concentration at half of the fitted maximal effect; % of control where 0% means no effect; nearly all actives have a fitted effect of over 60% in size
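Reporter readout depends on ELG1 protein level, which increases with genetic stress. After 16 hr compound exposure at 37 °C, luciferase activity was quantified using ONE-Glo.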
Numbers without * were called inactive; u = inconclusive; x = not tested or not shown; [ ] = remark or other dose. Unless noted, the call rests on the fitted dose curve; in most records, active means well fitted curve in the direction sought with a large enough effect; inconclusive means small, poorly fitted or top-dose-only effect, or another doubt; inactive means no such curve, though single readings can be large; an effect the other way counts as inactive or inconclusive. A portion of the library. The share of hits here may be higher or lower than overall.

SMILES	PKM2 activator	p53 reactivator	BRCA1 expr act	FLuc counter	Rab9 promoter act	VP16 counter	RORgamma inh	Menin MLL FP TR	NPC1 prom act	Giardia kill	ELG1 genotox
COc1ccc(N2CCN(S(=O)(=O)c3ccc4c(c3)OCCO4)CC2)cc1	23%	-3%	-29%	-2%	-3%	3%	35%	u	-13%	1	-5%
CCOC(=O)N1CCC(NC(=O)c2cc3c(=O)n(C)c4ccccc4c3n2C)CC1	-3%	-11%	2%	3%	8%	-12%	-25%	-16%	-1%	-4	-4%
O=C(CCC(=O)Nc1ccc(F)cc1)N/N=C/c1cccc(Br)c1	x	-3%	-19%	-17%	1%	15%	43%	6%	6%	-17	0%
CC(C)(C)c1ccc(N2C(=N)SCC2=O)cc1	2%	-1%	2%	-18%	-1%	12%	5%	x	0%	-4	-3%
COc1ccc(S(=O)(=O)N(C(C)=O)c2ccc3oc(=O)sc3c2)cc1	u	u	-23%	-1%	-5%	-16%	21%	19%	2%	-16	-3%
Cn1c(=O)[nH]c(=O)c2c1nc(N1CCCCC1)n2C/C=N/Nc1ccc(C(=O)O)cc1	2%	11%	68%	-4%	-2%	u	7.1µM*	x	2%	30	u
COC(=O)CCN(C(=O)c1cccc(OC(C)=O)c1)c1ccccn1	4%	3%	0%	1%	0%	3%	-14%	1%	-3%	2	0%
CCC[N+]1(CC#CCC(c2ccccc2)c2ccccc2)CCCCC1	x	-8%	-69%	1%	-44%[inhibitor]	-3%	26%	-15%	-34%[inhibitor]	4	-12%
COc1ccc(-c2noc(N3CCC(C(=O)NCCCN4CC(C)CC(C)C4)CC3)n2)cc1 (centres undefined)	-14%[0.46 µM]	11%	-2%	u	11%	-18%	-11%	u	-2%	-10	0%
C/C(=N/OC(=O)c1ccc(C)cc1)c1ccc(N2C(=O)C3CCCCC3C2=O)cc1 (centres undefined)	8%	4%	0%	-22%	2%	-9%	16%	5%	13%	5	5%
CN(Cc1nc(-c2ccccn2)no1)S(=O)(=O)c1ccccc1	-5%	u	70%	-9%	-1%	-1%	1%	-24%	12%	28	u
CC(C)(C)S(=O)(=O)c1cnc(-c2cnccn2)nc1N	2%	5%	6%	2%	12%	6%	26%	x	-3%	-6	0%
Cn1ncc([N+](=O)[O-])c1C(=O)N1CCOCC1	-5%	-4%	12%	1%	3%	2%	-3%	0%	-4%	-2	1%
O=C(CSc1nnc(Cn2c(=O)sc3ccccc32)n1CCc1ccccc1)N1CCCC1	3%	6%	-4%	3%	0%	2%	-17%	u	-2%	-9	4%
CC(C)(C)c1ccc(C(=O)N2CCC(C(=O)NC3CCCCCC3)CC2)cc1	x	10%	43%	u	u	-2%	44%	u	26%	-17	u
O=C(C1CCN(S(=O)(=O)c2ccc(Br)cc2)CC1)N1CCOCC1	1%	-7%	-6%	-1%	-1%	-15%	-22%	x	-1%	7	-7%
CCN(CC(=O)NC(C)C)C(=O)c1ccc(S(=O)(=O)N(C)c2ccccc2OC)cc1	5%	-7%	-20%	-3%	15%	2%	2%	-9%	3%	-4	-2%
COc1ccccc1NC(=O)c1sc2ncn(CC(=O)N3CCC(C)CC3)c(=O)c2c1C	-2%	4%	-17%	0%	-8%	2%	3%	-18%	7%	29	4%
Cc1ccnc(N2CCCC(C(=O)Nc3cc(F)ccc3C)C2)n1 (centres undefined)	3%	0%	-10%	6%	0%	-15%	-5%	3%	-9%	7	2%
O=C(CCC(=O)N1CCCC1)Nc1nnc(C2CCCCC2)s1	-7%	2%	29%	7%	9%	-6%	33%	-10%	-2%	-7	-1%
COc1ccc(N2CCN(C(=O)C3CCN(S(=O)(=O)c4ccccc4)CC3)CC2)cc1	-8%	-3%	3%	1%	-8%	2%	20%	-10%	-1%	-18	-6%
COc1cc(NC(=O)CSc2nc(=O)n(CCN3CCOCC3)c3c2CCC3)cc(OC)c1	x	6%	-1%	11%	-1%	x	x	x	-3%	-7	0%
CCn1nnc(NC(=O)c2ccc(-c3ccccc3[N+](=O)[O-])o2)n1	-3%	-12%	47%	u	20%	13%	-5%	11%	16%	-2	u
O=C(CSc1cccc2cccc(Cl)c12)NCc1cccs1	4%	-5%	0%	-10%	1%	-8%	19%	20%	-3%	17	1%
Cc1cnc(SCCc2ccncc2)nc1C	0%	-2%	x	-2%	-1%	u	13µM*	7%	-6%	x	-5%

Other results.
SMILES	PKM2 activator	p53 reactivator	BRCA1 expr act	FLuc counter	Rab9 promoter act	VP16 counter	RORgamma inh	Menin MLL FP TR	NPC1 prom act	Giardia kill	ELG1 genotox
O=C1NN(c2cccc(Br)c2)C(=O)/C1=C\c1ccccc1	x	1%	-4%	u	0%[1.84 µM]	-10%	0%	u	2%	-9	0%
COc1ccccc1-c1nc(C#N)c(N2CCCCCC2)o1	3%	24%	1%	u	2%	3%	-6%	7%	13%	-19	4%
O=C(Nc1ccc(Cl)cc1)c1cnc(-c2ccccc2)nc1-c1ccccc1	-5%	-6%	-22%	5%	-4%	u	u	-18%	0%	-21	1%
CCN(CC(=O)NCc1ccc(Cl)cc1)C(=O)COc1cccc(C(F)(F)F)c1	x	-5%	-19%	5%	3%	x	x	x	-7%	6	-1%
Cc1cccc(NS(=O)(=O)c2cccc(C(=O)NCC(c3ccco3)N(C)C)c2)c1 (centres undefined)	x	-3%	-6%	4%	-2%	x	x	x	0%	7	-1%
CCOc1cccc(C(=O)Nc2cccc(-c3nnc(-c4ccc(C)cc4)o3)c2)c1	-14%	12%	-31%	0%	-27%	u	-23%	8%	-12%	-1	9%
O=C(Cc1nn[nH]n1)c1ccccc1O	3%	-9%	-8%	1%	-8%	-9%	2%	5%	-1%	23	-5%
Cc1cc(C(=O)NCc2ccco2)c2ccccc2n1	6%	1%	2%	-1%	-6%	-11%	7%	2%	-5%	-1	-3%
CCn1c(C)cc(/C=C2/SC(=O)N(C(C)C(=O)OC)C2=O)c1C (centres undefined)	-6%	12%	4.5µM*	6µM*	4µM*	-5%	u	x	3.2µM*	-16	u
CC(C)CCNC(=O)CCc1nnc(COc2ccccc2)o1	-3%	0%	16%	-8%	-1%	-18%	3%	3%	-1%	26	3%
COc1ccc(/C=C/C(=O)Nc2ccc(N3CCOCC3)cc2)cc1	-3%	6%	-11%	-15%	-3%	-15%	-5%	5%	1%	8	-1%
CCOc1ccc(Nc2nc3ccccc3c(=O)s2)cc1	-1%	1%	20%	0%	-4%	u	4µM*	x	-4%	-29	2%
CC(C)NS(=O)(=O)c1ccc(NC(=O)C(C)OC(=O)CCC(=O)c2cccs2)cc1 (centres undefined)	x	-6%	9%	4%	-12%	x	x	x	-9%	4	1%
COC(=O)C1CCN(CC(N)=O)CC1	-1%	-1%	-12%	-1%	0%	3%	-15%	1%	0%	11	-1%
Cn1c(CNc2ccc(F)cc2)nc2ccccc21	-4%[11.5 µM]	u	54%	9.5µM*	2.2µM*	5%	6%	6%	2.2µM*	-20	16µM*
CCc1ccc(-n2c(O)c(C=NCCN(CC)CC)c(=O)[nH]c2=O)cc1	19%	-1%	-8%	-1%	1%	12%	10%	-22%	1%	-23	2%
COc1ccccc1/C=N/NC(=O)c1cc2c(ccc3ccccc32)o1	-10%	-2%	2%	19µM*	3%	-6%	-25%	x	1%	14	-5%
CCCOc1ccc(N2C(=O)CC(NCC#N)C2=O)cc1 (centres undefined)	-1%	x	-3%	-1%	-1%	0%	2%	11%	-3%	2	2%
CC(C)CCNC(=O)C1CCN(c2nnc(-n3cccc3)s2)CC1	-3%	4%	44%	-16%	-2%	4%	42%	-15%	5%	-10	25%
O=C(CSCc1ccc(Br)cc1)N=Nc1c(O)[nH]c2ccccc12	-1%	11%	40%	2%	-3%	-2%	-6%	-19%	8%	3	2%
CCCCOc1ccc(N(CC(=O)NCC2CCCO2)C(=O)CCC(=O)Nc2cc(C)ccn2)cc1 (centres undefined)	-18%	-12%	-19%	0%	-2%	-20%	-3%	-7%	-3%	19	-6%
O=C(Nc1ccccc1Cl)c1ccc(Cl)cc1Cl	-5%	u	74%	13µM*	26%	9%	28%	-7%	11%	7	26%
